Assay outcomes deposited in PubChem BioAssay by National Center for Advancing Translational Sciences (NCATS).
KDM5B inhibitor – KDM5B demethylase inhibition; Q9UGL1; Potency, µM (titrated, usually from 57.7 µM), for inactives: at the highest dose activity change, negative = inhibition, hits mostly inhibitors; KDM5B demethylase, FDH-coupled NADH fluorescence (FDH is formaldehyde dehydrogenase); 220,000 tested, 2.6% active; active means well fitted inhibition curve with a large enough effect; inconclusive means small, poorly fitted or top-dose-only effect; inactive means no such curve, though single readings can be large or run the other way; further: 0% is about no effect; nearly all actives have a fitted effect of over 70% in size
Target sequence (Q9UGL1 whole entry, looked up): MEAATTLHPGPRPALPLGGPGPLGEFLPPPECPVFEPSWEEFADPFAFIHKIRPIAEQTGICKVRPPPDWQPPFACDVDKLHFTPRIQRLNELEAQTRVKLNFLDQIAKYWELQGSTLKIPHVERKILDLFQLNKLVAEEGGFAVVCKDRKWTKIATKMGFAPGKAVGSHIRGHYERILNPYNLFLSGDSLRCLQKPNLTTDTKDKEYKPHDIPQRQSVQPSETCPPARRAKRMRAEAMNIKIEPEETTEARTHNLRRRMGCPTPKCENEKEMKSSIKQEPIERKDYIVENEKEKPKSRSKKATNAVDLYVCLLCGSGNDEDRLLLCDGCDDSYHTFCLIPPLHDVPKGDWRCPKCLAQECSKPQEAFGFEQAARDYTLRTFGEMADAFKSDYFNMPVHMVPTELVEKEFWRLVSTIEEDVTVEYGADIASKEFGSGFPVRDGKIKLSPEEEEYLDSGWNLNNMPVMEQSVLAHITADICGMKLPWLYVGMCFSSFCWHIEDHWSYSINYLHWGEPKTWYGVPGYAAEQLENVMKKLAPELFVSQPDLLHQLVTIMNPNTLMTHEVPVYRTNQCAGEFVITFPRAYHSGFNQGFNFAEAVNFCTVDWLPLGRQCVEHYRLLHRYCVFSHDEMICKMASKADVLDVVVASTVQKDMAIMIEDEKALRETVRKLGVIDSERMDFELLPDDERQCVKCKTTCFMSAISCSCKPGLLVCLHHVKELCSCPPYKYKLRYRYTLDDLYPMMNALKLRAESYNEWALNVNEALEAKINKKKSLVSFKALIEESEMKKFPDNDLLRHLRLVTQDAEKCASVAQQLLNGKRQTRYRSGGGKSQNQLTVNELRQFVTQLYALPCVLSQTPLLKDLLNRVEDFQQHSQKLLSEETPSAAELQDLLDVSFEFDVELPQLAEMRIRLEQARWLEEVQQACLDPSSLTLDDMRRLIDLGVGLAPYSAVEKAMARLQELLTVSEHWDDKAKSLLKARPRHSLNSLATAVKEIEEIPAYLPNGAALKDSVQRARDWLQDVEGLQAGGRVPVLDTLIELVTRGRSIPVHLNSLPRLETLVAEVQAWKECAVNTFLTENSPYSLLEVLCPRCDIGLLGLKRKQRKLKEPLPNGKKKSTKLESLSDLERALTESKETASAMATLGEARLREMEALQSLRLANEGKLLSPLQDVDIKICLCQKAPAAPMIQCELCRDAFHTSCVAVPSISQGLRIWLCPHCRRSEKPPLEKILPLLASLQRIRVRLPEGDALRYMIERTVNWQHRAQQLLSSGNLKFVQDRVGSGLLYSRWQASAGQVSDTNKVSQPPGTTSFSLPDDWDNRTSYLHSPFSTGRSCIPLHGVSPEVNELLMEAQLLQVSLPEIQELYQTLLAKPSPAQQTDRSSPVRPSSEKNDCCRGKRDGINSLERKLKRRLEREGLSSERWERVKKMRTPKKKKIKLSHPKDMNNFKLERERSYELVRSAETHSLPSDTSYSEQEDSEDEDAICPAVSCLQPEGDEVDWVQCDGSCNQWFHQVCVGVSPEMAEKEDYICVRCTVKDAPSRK
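Measured: NADH fluorescence change, 30 min, RT. System: KDM5BΔAP 200 nM final, H3K4me3 peptide, α-KG, Fe(II), ascorbate, NAD⁺ plus FDH, pH 7.5 HEPES. Compounds: titrated, 10 min pre-incubation with enzyme.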
* = called active by the depositor; ? = inconclusive; & = joins results of further samples; [ ] = remark or other dose. Potency means the concentration at half of the fitted maximal effect. Only part of the results is shown; rates above refer to the full screens.

molecule	KDM5B inhibitor
Cc1ccccc1Oc1ncccc1CNC(=O)CCn1cnnc1	7%
Cc1cccc(OCC(=O)N2CCC3(CC2)NC(=O)N(c2ccccc2Cl)N3)c1	3%
CCOc1ccc2c(c1)CN(C(=O)CCc1ncc(-c3ccccc3)o1)CC2	-9%
COc1ccc(OC)c(S(=O)(=O)N2CCCN(C(=O)c3cccnc3)CCC(=O)NCC2)c1	0%
COCCCNC(=O)COc1ccc2c(C)c(Cc3ccccc3)c(=O)oc2c1C	-2%
CNC(=O)[C@@H]1C[C@H](Oc2ccccc2)CN1C(=O)C(C)C	-5%
COCC(=O)N(C1CCOCC1)C1CCN(C(=O)c2ccsc2)CC1	7%
CN1CC(=O)N(C2CCNCC2)Cc2c1ncnc2N1CCCCC1	-18%[115 µM]

The listing continues.
molecule	KDM5B inhibitor
COc1ccc(C(=O)NCc2cccc(C)c2)cc1	-5%
c1cncc(-c2nc(Sc3nnnn3C3CCCC3)c3ccccc3n2)c1	3%
Cn1nc(CC(=O)Nc2cccc(OC(=O)c3ccc(C(C)(C)C)cc3)c2)c2ccccc2c1=O	9%
COc1ccccc1N1CCN(S(=O)(=O)c2c(C)sc3ncn(CC(=O)N(C)c4ccc(C(C)C)cc4)c(=O)c23)CC1	-1%
CCN(CC)Cc1nc(C2(O)CCN(C(=O)Nc3ccc(F)cc3)CC2)cs1	-12%[86.2 µM]
CCCNC(=O)COc1cccc(-c2nc(-c3ccc(C)cc3)no2)c1	11%
Cc1cc(Cl)ccc1NC(=O)N1CCC(n2cnnc2C2CC2)C1 (centres undefined)	-17%
Cn1c(=O)c2c(nc(SCC(=O)Nc3ccc(F)cc3)n2Cc2ccccc2F)n(C)c1=O	?

(next part)
molecule	KDM5B inhibitor
S=C(NCCc1ccccc1Cl)Nc1ccc(Cl)c(Cl)c1	-15%
COCc1nc(CCNC(=O)CCC2CCCC2)no1	-22%
O=C(NC1CCCC(C(F)(F)F)C1)c1ccccn1 (centres undefined)	17%
Cc1cccc(C)c1NC(=O)CN(C)C(=O)c1ccc(COc2ccccc2)cc1	?
Cc1noc(C)c1S(=O)(=O)N1CCC2(C1)N=C(c1ccccn1)C(=O)N2 (centres undefined)	-17%
COc1ccc(-n2nc(C(=O)NCCc3cccc(C)c3)c3c4ccccc4n(C)c3c2=O)cc1Cl	-21%
CN(C)S(=O)(=O)c1ccc(Cl)c(C(=O)Nc2nnc(C3CC3)s2)c1	2%
CC(=O)c1ccccc1NC(=O)CSc1nc(C2CC2)n(-c2ccccc2)n1	-3%

The listing continues:
molecule	KDM5B inhibitor
COc1ccc(CCNC(=O)c2ccc3c(c2)N(Cc2cccc(Cl)c2)C(=O)c2ccccc2S3=O)cc1OC (centres undefined)	-6%
COC(=O)c1ccc(C(=O)N=c2sccn2C)cc1	44%&-1%[activator]
Cc1ncccc1C(=O)N1CCCC(c2nc(-c3cccnc3)no2)CCNC(=O)CC1 (centres undefined)	-15%
COc1ccc(Br)c(-c2nnc(CS(=O)(=O)c3ccccc3)o2)c1	20%
CCC(C)NC(=O)c1sc2nc(C)c(C(=O)Nc3ccc(Cl)cc3)c(-c3ccc(Br)cc3)c2c1N (centres undefined)	-2%
O=C(NC1CC1)c1cc2n(n1)CCN(C(=O)c1ccc3n[nH]nc3c1)C2	38%[activator]
COc1cccc(N2CC(C(=O)NCc3ccc4c(c3)OCO4)NC2=O)c1 (centres undefined)	7%
CC(Nc1ccc(-c2nc(-c3ccncc3)no2)cc1[N+](=O)[O-])c1ccccc1 (centres undefined)	9%

Two of the compounds above, with each value named:
smiles: COc1ccc(Br)c(-c2nnc(CS(=O)(=O)c3ccccc3)o2)c1
  KDM5B inhibitor = 20%
smiles: CCC(C)NC(=O)c1sc2nc(C)c(C(=O)Nc3ccc(Cl)cc3)c(-c3ccc(Br)cc3)c2c1N (centres undefined)
  KDM5B inhibitor = -2%

(more compounds)
molecule	KDM5B inhibitor
Cc1cnc(C(=O)N[C@@H]2CCC[C@@H]2C(=O)NCCN2CCOCC2)cn1	-10%
O=C(CSc1nnc(NC(=O)c2ccccc2)s1)NC1CCCC1	?
C=C(C)CSc1nc2sc3c(c2c(=O)n1Cc1ccccc1)CC(C)(CC)OC3 (centres undefined)	?
CCCN(Cc1cc(=O)[nH]c2ccccc12)C(=O)Nc1ccc(OC)cc1OC	4%
CC(=O)[C@@H]1[C@@H]2C(=O)N(c3ccccc3F)C(=O)[C@@H]2[C@H]2c3ccccc3C=NN12	-11%
Cc1csc(C(C#N)C(=O)CSc2ccc3c(c2)OCCCO3)n1 (centres undefined)	2%
COc1cccc(NC(=O)C(=O)NCCc2csc(-c3ccc(C)cc3)n2)c1	-2%
O=C(c1c[nH]c2ccccc12)C(Sc1cc(Cl)ccc1Cl)c1ccccc1 (centres undefined)	-11%

Filtered by structure, the entries above with fluorine.
molecule	KDM5B inhibitor
CCN(CC)Cc1nc(C2(O)CCN(C(=O)Nc3ccc(F)cc3)CC2)cs1	-12%[86.2 µM]
Cn1c(=O)c2c(nc(SCC(=O)Nc3ccc(F)cc3)n2Cc2ccccc2F)n(C)c1=O	?
O=C(NC1CCCC(C(F)(F)F)C1)c1ccccn1 (centres undefined)	17%
CC(=O)[C@@H]1[C@@H]2C(=O)N(c3ccccc3F)C(=O)[C@@H]2[C@H]2c3ccccc3C=NN12	-11%

By substructure, the compounds so far containing bromine (2)
molecule	KDM5B inhibitor
COc1ccc(Br)c(-c2nnc(CS(=O)(=O)c3ccccc3)o2)c1	20%
CCC(C)NC(=O)c1sc2nc(C)c(C(=O)Nc3ccc(Cl)cc3)c(-c3ccc(Br)cc3)c2c1N (centres undefined)	-2%

(further entries)
molecule	KDM5B inhibitor
CCOC(=O)c1cc(C)nc2c1c(=O)n(Cc1nc(-c3ccc(C(C)C)cc3)oc1C)c(=O)n2C	?
O=C1NC2(Cc3ccccc31)CN([S+](=O)([O-])c1cccc(C(F)(F)F)c1)C2	7%[115 µM]
CCc1nc(-c2c3n(c(=O)n(CC(=O)Nc4ccc(F)cc4F)c2=O)CCCCC3)no1	18%
CCOc1ccccc1NC(=O)c1cn(C2CCCC2)c(=O)c2c1c1ccccc1n2C	8%
CCc1cccc(C)c1NC(=O)Cn1nc(C)c2nn(-c3ccc(Cl)cc3)c(C)c2c1=O	-27%
CCc1ccc(-c2nn(CC(=O)Nc3ccccc3)c3c2cnc2ccc(F)cc23)cc1	-1%
O=C(Nc1ccc2nc(SCC(=O)N3CCCc4ccccc43)sc2c1)c1cccc(F)c1	?
CC1CSc2ccc(S(=O)(=O)NC3CCN(Cc4ccccc4)CC3)cc2NC1=O (centres undefined)	0%

(further entries)
Molecule | KDM5B inhibitor
CN(Cc1cccc2cnccc12)C(=O)c1cc(COc2ccccc2F)[nH]n1 | 38%[activator]
CCCCCC1CC(COc2ccccc2)OC1=O (centres undefined) | 27%
CCn1c(C2CCCN(S(=O)(=O)c3cccc4nonc34)C2)nn(C)c1=O (centres undefined) | 21%
CCC(C)NS(=O)(=O)c1ccc(N2C(=O)CCS2(=O)=O)cc1 (centres undefined) | 11%
Cc1cc(C)cc(NC(=O)C2CCCN(S(=O)(=O)c3cccc4nsnc34)C2)c1 (centres undefined) | -5%
CC(C)(C)c1ccc(C(=O)NCCC(=O)O)cc1 | -5%
CCOc1ccc(CCNC(=O)COC(=O)C2CCN(S(=O)(=O)c3ccc(C)c(C)c3)CC2)cc1OCC | -9%
O=C(Nc1ccc(-n2cncn2)nc1)C1CC(=O)N(CC2CC2)C1 (centres undefined) | 11%
Cc1nn(C)c(C)c1NC(=O)/C(C#N)=C\N(C)C | 31%[activator]
CC1Cc2nc(SCC(=O)N3CCCCC3)n(-c3ccc(F)cc3)c(=O)c2S1 (centres undefined) | 12%
CCO[C@H]1CN(C(=O)C2CCN(C(=O)c3ccccc3Cl)CC2)C[C@@H]1O | 19%
C=CCn1c(C)cc(C(=O)CN2C(=O)NC(Cc3c[nH]c4ccccc34)C2=O)c1C (centres undefined) | -25%
COC(=O)c1scc(C)c1NC(=O)CSc1ccc(Cl)cc1 | 4%
O=C(Nc1ccc(F)cc1F)c1cnc(-c2ccc(F)cc2)nc1-c1ccncc1 | 0%
CCCCNc1ccc(-c2nc(-c3ccccc3)no2)cc1[N+](=O)[O-] | 7%
O=C1Nc2ccccc2C12CCN([S+](=O)([O-])c1ccsc1)CC2 | 9%
CCc1ccc(C(=O)C(C)Sc2nc(CN3CCOCC3)nc3ccccc23)cc1 (centres undefined) | -6%
CCOc1ccc(/C(O)=C2\C(=O)C(=O)NC2c2ccc(Cl)cc2)cc1 (centres undefined) | ?
CC(C)c1ccc(C(=O)NCc2ccc(CN3CCCC3)cc2)cc1 | -23%
CCN(Cc1ccccc1)Cc1c(O)ccc2c(=O)c(-c3ccccc3)c(C(F)(F)F)oc12 | -28%

Following part
Molecule | KDM5B inhibitor
COc1ccccc1C(=O)NCC(C)(C)CN=C1NS(=O)(=O)c2ccccc21 | 23%
CCC(CC)C(=O)Nc1c(C(=O)N2CCN(c3ccccc3F)CC2)oc2ccccc12 | ?
CCOc1ccc2oc(=O)cc(CN3CCN(C(=O)c4cccc(F)c4)CC3)c2c1 | ?
CN(c1ccccc1)c1ccc2nnc(-c3cc(C(=O)Nc4ccccn4)ccn3)n2n1 | 11µM*
Cc1cc(C(=O)Nc2c(C)cccc2C)n(-c2ccccc2)n1 | 2%
Cc1cccc(-n2c(SCc3cccc(C#N)c3)nnc2N2CCOCC2)c1 | 13%
O=[N+]([O-])c1ccccc1CN1C[C@H](O)C[C@H]1c1nc(Cc2ccc(F)cc2Cl)no1 | ?
O=C(CSc1nc2c(oc3ccccc32)c(=O)n1-c1ccccc1)Nc1ccccc1F | -23%
CCn1nccc1C(=O)N1C[C@@H]2CCCN3CCC[C@@H]([C@H]23)[C@H]1CCCC(=O)Nc1ccccc1 | -23%
COc1ccc(CNC(=O)C(N)c2c(C)n[nH]c2C)c(F)c1F (centres undefined) | -15%
O=C(NCCSc1ccc(Cl)cc1)NC1CC1 | 2%
CN(CC1CCOC1)C(=O)Nc1ccc(Cl)cc1F (centres undefined) | 4%
O=C(Nc1cccc(C(=O)N2CCN(c3ccccc3)CC2)c1)c1nsc2ccccc12 | 5%
COc1ccccc1C(=O)N1CCC2(C1)C(=O)Nc1ccccc12 (centres undefined) | 14%[149 µM]
Cc1cc(C)n(-c2nc3ccccc3nc2Nc2ccc(F)cc2C)n1 | 0%
C=CCCOc1ccccc1C(N)=O | 29%
CNC(=O)N1CCC(C(=O)c2c(C)c(C)c(C)c(C)c2C)CC1 | 6%
Cc1nnc(-c2cc(-c3cccnc3)ccn2)n1C1CCCCC1 | 11%[86.2 µM]
CCNC(=O)N1CC(C(=O)NCc2ccco2)CC(c2ccc(OC)c(OC)c2)C1 (centres undefined) | ?
CCOc1ccc(-c2noc(-c3nnn(-c4cccc(Cl)c4C)c3N)n2)cc1 | 18%

(cont.)
Molecule | KDM5B inhibitor
CCC(=O)NNC(=S)NC1CCCCC1 | 6%
O=C(/C=C/c1ccc(Cl)cc1Cl)OCc1c(F)cccc1Cl | 10%
O=C(Nc1cccnc1)c1cc(-c2ccc(Cl)c(Cl)c2)on1 | 26%
CC(=O)N(C1CCOCC1)C1CCN(C(=O)Nc2ccccc2)CC1 | -11%
CCc1ccc(NCc2cc3ccc(OC)cc3n(CC(=O)Nc3ccccc3OC)c2=O)cc1 | ?
COc1ccccc1C(=O)N1CCC(Oc2ncccc2C(=O)N2CCCCC2)C1 (centres undefined) | -10%
O=C(CSc1ccccc1)NCc1ccc2c(c1)CCN2C(=O)c1ccccc1 | -11%
Cc1ccc2nc(/C(C#N)=C/c3ccc(OCc4ccc(Cl)cc4Cl)cc3)[nH]c2c1 | -22%
O=C(CCCc1nc2ccccc2s1)N1CCc2c(nc3cc(-c4ccccc4)[nH]n3c2=O)C1 | ?
CS(=O)(=O)N1CCC(C(=O)Nc2cccc(OCc3ccc(F)cc3)c2)CC1 | 7%
Cn1c[n+]([O-])c2ccccc21 | 20%
Cc1ccc(S(=O)(=O)N2CCCc3ccccc32)c(C)c1 | 6%
O=C(NC(=S)NNC(=O)c1cnccn1)c1ccc(Cl)cc1 | ?
Cc1nnc(NC(=O)c2nn(CC(C)C)c(=O)c3ccccc23)s1 | 13%
COc1ccc(-c2c(C)c3cc(OS(=O)(=O)c4ccc(F)cc4)ccc3oc2=O)cc1OC | ?
O=C(CN1C(=O)CC(c2ccco2)Sc2ccccc21)Nc1ccc(Br)cc1 (centres undefined) | -19%
C[C@H]1[C@@H]2[C@@H](O)C([C@H](C)C(=O)NCCN3CCOCC3)CC[C@@]2(C)CC[C@@H]1NC(=O)CC(C)(C)C (some centres undefined) | -24%
CN1C(=O)C2(CCN(C(=O)CCCS(N)(=O)=O)CC2)c2ccccc21 | -13%
COc1ccc(CC(=O)N2CCCC3(Cc4ccccc4CN3C(=O)C3CCCC3)C2)cc1 (centres undefined) | 13%[115 µM]
Cc1cccc(NC(=O)c2ccccc2NC(=O)CC23CC4CC(CC(C4)C2)C3)c1 | 16%

The list goes on.
Molecule | KDM5B inhibitor
COc1ccc(Nc2nn(-c3ccc(OC(F)(F)F)cc3)nc2C(C)=O)cc1 | 4%
CC(OC(=O)Cn1cnc2c1c(=O)n(C)c(=O)n2C)C(=O)Nc1ccc(F)c(F)c1F (centres undefined) | 16%
COC1C(=O)N(C2CCN(Cc3cn(C)c4ccccc34)CC2)C12CCOCC2 (centres undefined) | -2%
C=CCN1[C@H](CC(C)C)COc2cccc(N3CCCC3)c2S1(=O)=O | ?
O=C(O)CCCC(=O)c1cccs1 | 18%
O=C(NC(=O)N1CCCCCC1)c1ccccc1 | -1%
CCN(CC)C(=S)SCc1c(C)c(C)c(Br)c(C)c1C | 2%
CCOC(=O)CNC(=O)N1CCC(N2C(=O)C3(CCCCC3)C2c2ccncc2)CC1 (centres undefined) | 13%
Cc1ccc2[nH]c3c(c2c1)CCCC3 | ?
Cc1ccc(CCN2CCCCC23Cc2ccccc2CN(C(=O)CCC(=O)O)C3)cc1 (centres undefined) | ?
